# GSK3beta inhib: human GSK3beta kinase inhibitors, primary screen, biochemical, cell-free homogeneous, HTS. Glycogen synthase kinase-3 beta (Homo sapiens), P49841. GST-GSK3beta kinase, ADP-Glo luminescence, 60 min; stronger effect = lower value. activity score (negative = inhibition), % at 10 µM. hit rate 0.038% among 300,000. AID 2097, 2009;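 active means more than half of replicate wells score below -50%, meaning over 50% inhibition versus plate controls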;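 further: 0% = median DMSO wells and -100% = median GW8510 positive control wells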
#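 Assay system: GST-tagged human GSK3beta kinase, cell-free; Input: 1.6 ng GSK3beta; Medium: Tris/MgCl2 kinase buffer; Timing: 60 min enzyme reaction, room temperature; Signal: ADP-Glo luminescence quantifying ADP generated by kinase; Evaluation: score relative to plate controls; Benchmarks: DMSO neutral wells and GW8510 at 20 µM as positive.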
# RGS4 act: RGS4 potentiators or activators, primary screen, cell-based, HEK293 M3R inducible RGS4, calcium flux. B-score at 10 µM. carbachol calcium flux Fluo4; stronger effect = lower value. hit rate 0.92% among 310,000. AID 463111, 2010;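 active means B-score of the integrated calcium signal more than 4 SD below the library mean, with starting fluorescence not abnormally high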;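 further: negative B-score means reduced calcium response which marks RGS4 activation or potentiation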
#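 test system = M3R-expressing HEK293 line, RGS4 induced by doxycycline | probe or stimulus = carbachol at ECmax as muscarinic agonist stimulus | timing = dye loading 30 min 37 °C, buffer rest 30 min RT | signal = calcium dye Fluo4 fluorescence | evaluation = B score from integrated fluorescence ratio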
# KCNQ1 inh: inhibitors of human KCNQ1 channel, primary screen, cell-based, thallium flux, high-throughput; Potassium voltage-gated channel subfamily KQT member 1 (Homo sapiens), P51787; CHO-K1 KCNQ1, FluxOR thallium flux fluorescence; stronger effect = higher value; B-score at 10 µM; hit rate 1.3% among 310,000;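 active means compounds whose thallium flux B-score, printed positive for inhibition, exceeds three library SD while starting fluorescence stays within three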;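 further: channel opened by potassium depolarization with thallium stimulus after 20 min compound exposure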
# Target sequence (P51787 whole entry, looked up): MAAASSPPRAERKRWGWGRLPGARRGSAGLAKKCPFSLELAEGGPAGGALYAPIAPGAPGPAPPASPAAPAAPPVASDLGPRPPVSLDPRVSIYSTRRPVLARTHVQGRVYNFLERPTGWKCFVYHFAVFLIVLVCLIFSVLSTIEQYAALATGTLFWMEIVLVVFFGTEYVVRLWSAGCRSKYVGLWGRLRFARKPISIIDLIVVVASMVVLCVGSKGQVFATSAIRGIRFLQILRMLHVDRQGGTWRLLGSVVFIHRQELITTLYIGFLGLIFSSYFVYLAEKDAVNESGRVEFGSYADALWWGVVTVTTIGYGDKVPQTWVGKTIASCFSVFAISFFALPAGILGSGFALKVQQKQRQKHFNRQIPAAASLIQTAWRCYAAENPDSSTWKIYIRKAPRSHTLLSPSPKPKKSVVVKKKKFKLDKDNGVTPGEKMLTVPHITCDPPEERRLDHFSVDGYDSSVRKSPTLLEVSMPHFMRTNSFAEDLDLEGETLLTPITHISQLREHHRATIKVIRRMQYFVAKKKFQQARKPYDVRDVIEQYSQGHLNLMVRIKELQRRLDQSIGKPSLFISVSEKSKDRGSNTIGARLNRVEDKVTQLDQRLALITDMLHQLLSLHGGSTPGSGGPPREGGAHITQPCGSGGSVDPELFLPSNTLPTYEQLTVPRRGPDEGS
# HDAC3 inh: HDAC3 deacetylase inhibitors, primary screen, biochemical, fluorescence, cell-free homogeneous; hit rate 0.15% among 320,000; recombinant HDAC3, fluorogenic peptide/trypsin coupled; AID 2718, 2010; Histone deacetylase 3 (Homo sapiens), O15379; inhibition, % at 8.3 µM; in the data active means inhibition above about 26%, passing the limit was not always enough
# KCNK3 block: human KCNK3 channel inhibitors, primary screen, CHO cells, FluxOR thallium flux, B-score; Potassium channel subfamily K member 3 (Homo sapiens), O14649; FluxOR fluorescence; stronger effect = lower value; B-score at 10 µM; hit rate 0.84% among 340,000;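 active means B-score under library mean minus 4 SD, starting fluorescence ratio at most library mean plus 5 SD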;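 further: more negative B-score means stronger inhibition of thallium flux through KCNK3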
# GSK3 alpha inh: blockers of GSK3A enzyme activity – biochemical, luminescence, cell-free homogeneous, HTS, primary screen; Glycogen synthase kinase-3 alpha (Homo sapiens), P49840; GSK-3 alpha kinase, ADP-Glo luminescence, 60 min; inhibition, % at 10 µM; hit rate 0.1% among 320,000; AID 2650, 2010;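 in the data active means inhibition above about 50%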;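 further: GST-tagged GSK-3 alpha with peptide substrate and 25 µM ATP; 0% = DMSO neutral wells and 100% = GW8510 positive control wells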
# DYRK1A inh: rat Dyrk1A kinase inhibitors, primary screen, biochemical, single point, plate reader; Dual specificity tyrosine-phosphorylation-regulated kinase 1A (Rattus norvegicus), Q63470; ADP-Glo luminescence, NFATc1 peptide; inhibition, % at 12.5 µM; hit rate 0.43% among 310,000; AID 504441, 2011; in the data active means inhibition above about 50%;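 further: plate controls were vehicle with enzyme for no effect and no enzyme for full effect; many of its hits are not listed in these tables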
# KCNK9 inh: KCNK9 potassium channel inhibitors, primary screen, HEK293 cells, thallium flux; hit rate 1.2% among 310,000; Potassium channel subfamily K member 9 (Homo sapiens), Q9NPC2; B-score at 10 µM; FluxOR thallium flux fluorescence; stronger effect = lower value;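 active means ratio B-score over 3 SD below the library mean, with starting fluorescence within 5 SD of its mean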;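 further: negative B-score means less thallium flux so channel inhibition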
# Target sequence (Q9NPC2 whole entry, looked up): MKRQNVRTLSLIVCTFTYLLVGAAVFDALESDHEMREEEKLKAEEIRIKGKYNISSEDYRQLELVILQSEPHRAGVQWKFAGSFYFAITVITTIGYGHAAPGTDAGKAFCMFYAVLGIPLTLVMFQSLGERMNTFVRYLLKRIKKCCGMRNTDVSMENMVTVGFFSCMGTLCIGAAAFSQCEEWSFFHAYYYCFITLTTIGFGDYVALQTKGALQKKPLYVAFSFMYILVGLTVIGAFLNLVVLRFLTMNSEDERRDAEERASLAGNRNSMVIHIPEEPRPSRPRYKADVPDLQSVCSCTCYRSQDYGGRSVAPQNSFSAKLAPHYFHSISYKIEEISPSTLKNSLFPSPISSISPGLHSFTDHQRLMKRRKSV
# PolyA inhibitor: polyadenylation inhibitors in yeast reporter cells, primary screen, luminescence, S. cerevisiae; AID 1875, 2009; S. cerevisiae SKY197-pL101 polyadenylation reporter, beta-gal luminescence; efflux-impaired pdr1/pdr3 knockout yeast; score 100 = 6 SD above DMSO; hit rate 0.02% among 300,000; calls only at 12 µM;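 active means lowest replicate activity score at least 50, where 100 means six control SD above control mean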;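 further: yeast exposed to compound for 9 h at 30 °C; higher score means more reporter readthrough which indicates perturbed polyadenylation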
# KCNQ1 pot: potentiators or activators of KCNQ1 channel, primary screen, cell-based, thallium flux, high-throughput. B-score at 10 µM. CHO-K1 KCNQ1, thallium flux FluxOR fluorescence; stronger effect = higher value. AID 2648, 2010. Potassium voltage-gated channel subfamily KQT member 1 (Homo sapiens), P51787. hit rate 0.35% among 310,000;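 active means fluorescence ratio B-score, a plate-corrected score, at least three library SD, with initial intensity B-score within 5 SD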
#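 Doses: Single concentration per compound, DMSO matched to controls | Test system: KCNQ1-transfected CHO-K1 cells | Timing: 90 min dye loading and 20 min compound exposure, both at room temperature | Measured by: Kinetic FluxOR thallium fluorescence, 10-s 1-Hz baseline, 110-s post-stimulus read | Medium: Assay buffer with matched DMSO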
# hERG rescue: hERG rescue from dofetilide block, primary screen, cell-based, CHO-hERG, FluxOR thallium flux, dofetilide IC70; hit rate 0.51% among 310,000; Voltage-gated inwardly rectifying potassium channel KCNH2 (Homo sapiens), Q12809; activation (rescue from dofetilide block), less the hit threshold, % at 10 µM; dofetilide IC70 present; AID 1511, 2009;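 active means activation above the mean of controls blocked by dofetilide plus 5 SD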;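 further: thallium influx through hERG after potassium depolarization seen as dye fluorescence rise; in these data hits start at about 4.7%; inactives centre near -7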
# * marks the source's active call; other numbers are inactive results; i = inactive; / = no result given. Some of the compounds tested; the hit share may differ from the screen's.
# Results follow in this order: GSK3beta inhib	PolyA inhibitor	KCNQ1 inh	KCNK3 block	KCNK9 inh	hERG rescue	DYRK1A inh	RGS4 act	HDAC3 inh	KCNQ1 pot	GSK3 alpha inh
1	CC(=O)N1CCN(Cc2nc3cc(NC(=O)NC4CCCCC4)ccc3n2C)CC1
→ -1	i	i	i	i	-11	-9	i	-19	i	0
2	S=c1nccc(-c2ccc(Cl)cc2)[nH]1
→ 3	i	i	i	i	-8	/	i	-1	i	-3
3	O=C(NC1c2ccccc2-c2ccccc21)N1CCCCC1
→ 1	i	i	i	i	-7	-7	i	/	i	/
4	COc1ccccc1NC(=O)COc1ccc(/C=N/NC(=O)c2cccnc2)cc1
→ 1	i	i	i	i	-12	-3	i	-6	i	-1
5	CC1(C)C(CSc2nc3ccccc3[nH]2)C1(Cl)Cl (stereo unspecified)
→ -2	i	i	i	i	-6	0	i	2	i	0
6	COc1ccc(-c2cc3nc(C4CCN(C(=O)OC(C)(C)C)CC4)c(C(=O)O)cn3n2)cc1
→ 2	i	i	i	i	-15	22	i	-8	i	-4
7	Cc1cc(NC(=O)CSc2cn(C)c3ccccc23)no1
→ 3	i	i	i	i	-7	8	i	-1	i	0
8	C#CCOCCOCCOCCNc1nc(N2CCN(C(=O)[C@H]([C@@H](C)CC)n3cc([C@@H](N)CC(C)C)nn3)CC2)nc(N2CCN(C(=O)[C@H](Cc3cc4ccccc4[nH]3)n3cc([C@@H](N)Cc4ccc(O)cc4)nn3)CC2)n1
→ -2	i	i	/	i	-3	/	i	-8	i	1
9	OC1(C(F)(F)F)CC(c2ccc3ccccc3c2)=NO1 (stereo unspecified)
→ 2	i	i	i	i	-11	16	i	12	i	-3
10	CC(C)c1ccc2c(c1)C(=O)NC(C)(C)C2
→ 1	i	i	i	i	-7	1	i	5	i	1
11	C=CCNC(=O)C1CC(=O)N(c2ccc(OCc3ccc(F)cc3)cc2)C1 (stereo unspecified)
→ -1	i	i	i	i	-3	0	i	6	i	-2
12	COc1ccc(S(=O)(=O)N(CC(=O)NCCCN(C)C)c2ccc(C)cc2)cc1OC
→ -4	i	i	i	i	-4	5	i	2	i	0
13	O=C(C(NS(=O)(=O)c1cccc2nsnc12)c1ccccc1)N1CCN(c2ccccc2)CC1 (stereo unspecified)
→ 3	i	i	i	i	-8	0	i	5	i	-4
14	Cc1cc2cc(CN(Cc3cccs3)C(=S)NCC3CCCO3)c(=O)[nH]c2cc1C (stereo unspecified)
→ 6	i	i	i	i	-5	-4	i	4	i	-1
15	Cc1cc(C)n2nc(S(=O)(=O)NC(C)(C)C)nc2n1
→ 3	i	i	i	i	-7	-1	i	1	i	3
16	CCC(=O)Oc1ccc(C(=O)Nc2ccc3c(c2)OCO3)cc1
→ -3	i	i	i	i	-10	-5	i	-11	i	0
17	COc1ccccc1NC(=O)CCCN1C(=O)C(c2ccccc2)Oc2cccnc21 (stereo unspecified)
→ -1	i	i	i	i	-7	-4	i	10	i	-3
18	Cc1cc(=O)[nH]c(N/N=C/c2cc(C)n(-c3ccccc3)c2C)n1
→ 2	i	i	i	i	-12	5	i	4	i	-2
19	C=CCN(c1ccccc1)S(=O)(=O)c1ccc2[nH]cc(C(=O)NCCOC)c(=O)c2c1
→ 6	i	i	i	i	-5	-3	i	5	i	-1
20	Cc1c(Br)c(=O)oc2c(Br)c(O)ccc12
→ 1	i	i	i	i	-5	77*	i	-87	i	0
21	Cc1ccc(Oc2ncnc3sccc23)cc1
→ 5	i	i	i	i	-8	-4	i	1	i	-2
22	Cc1cccc(OCCC(=O)OCC(=O)N2CCc3ccccc32)c1
→ 5	i	i	i	i	-1	2	i	3	i	0
23	Cc1ccc(S(=O)(=O)Nc2ccc3c4c(cccc24)CC3)c(C)c1
→ -1	i	i	i	i	-4	0	i	13	i	-2
24	Cc1ccn(C(CC(=O)c2ccc(Br)cc2)C(=O)O)n1 (stereo unspecified)
→ -1	i	i	i	i	5.0*	/	i	2	i	-2
25	Cc1ccc(NC(=S)Nc2cccc(S(=O)(=O)Nc3c(C)n(C)n(-c4ccccc4)c3=O)c2)cc1
→ -4	i	i	i	i	0	-6	i	4	i	-1
26	Cc1cc([N+](=O)[O-])nn1CC(=O)N1CCOCC1
→ 2	i	i	i	i	-21	-9	i	-2	i	1
27	COc1ccc(NC(=S)Nc2ccc3nsnc3c2)cc1
→ -5	i	i	i	i	-13	11	i	-1	i	6
28	Cc1cc(Cl)ccc1C(=O)C1CCCN(C(=O)c2ccoc2)C1 (stereo unspecified)
→ -2	i	i	i	i	-6	-3	i	3	i	-2
29	Brc1ccccc1OCCOCCOc1cccc2cccnc12
→ -4	i	i	i	i	-1	7	i	4	i	-3
30	O=C(Cn1c(=O)oc2ccccc21)N1CCN(c2ccc(N3CCOCC3)nn2)CC1
→ -2	i	i	i	i	-4	0	i	-23	i	0
31	CCOc1ccc(S(=O)(=O)Nc2ccc(C(=O)NCC(c3ccco3)N3CCCCC3)cc2)cc1 (stereo unspecified)
→ 1	i	i	i	i	-13	9	i	-2	i	0
32	CC1(C(=O)NC2CCCC2)CCC(=O)N1Cc1ccc2c(c1)OCO2 (stereo unspecified)
→ -1	i	i	i	i	-7	-5	i	3	i	-1
33	CCCNC(=O)c1onc(CSc2ccccc2)c1C(=O)NCCC
→ -3	i	i	i	i	-11	6	i	-1	i	-2
34	CC1=C(C(=O)OCc2ccc3c(c2)OCO3)C(c2ccc(Cl)cc2)NC(=O)N1 (stereo unspecified)
→ -8	i	i	i	i	-12	9	i	/	i	/
35	CCOC(=O)c1ccc(NC(=O)c2ccnn2C)cc1
→ 1	i	i	i	i	-9	14	i	-5	i	-4
36	O=C(Nc1ccc2c(c1)nc1n2CCCCC1)c1cc(S(=O)(=O)N2CCOCC2)ccc1Cl
→ -4	i	i	i	i	-14	13	i	3	i	1
37	COc1ccccc1N1C(N)=NC(N)=NC12CCCCC2
→ -2	i	i	i	i	-3	2	i	0	i	2
38	Cc1[nH]n(-c2ccc(Cl)cc2)c(=O)c1C=NC12CN3CN(CN(C3)C1)C2
→ 3	i	i	i	i	-10	-10	i	8	i	0
39	CCOC(=O)C1CCN(C(=O)Cn2cnc3sc(C)c(S(=O)(=O)N4CCCCC4)c3c2=O)CC1
→ 0	i	i	i	i	-8	3	i	-2	i	-1
40	CCn1cc(C(=O)Nc2ccc(Cl)cc2Cl)cn1
→ 5	i	i	i	i	-10	24	i	0	i	6
41	O=C(OCc1cccc(Cl)c1)c1cc([N+](=O)[O-])ccc1N1CCOCC1
→ 1	i	i	i	i	-13	0	i	4	i	-3
42	Cc1ccc(-c2nc(CN3CCN(C(=O)C4CCCO4)CC3)cs2)cc1 (stereo unspecified)
→ 0	i	i	i	i	-8	-6	i	2	i	7
43	CCNC(=O)C(=O)N1CCC2(CC1)OCCN2S(=O)(=O)c1ccc(C)cc1
→ 1	i	i	i	i	-4	17	i	-12	i	2
44	CCc1ccccc1Nc1nc2ccccc2n1C(C)C
→ 3	i	i	i	i	-3	9	i	-6	i	2
45	c1ccc(-c2n[nH]c(-c3ccccn3)n2)cc1
→ 0	/	i	i	i	-1	4	i	-4	i	1
46	COC/C=C/C1=CC2=CC(=O)C(C)(OC(=O)c3cnc4ccccc4n3)C(=O)C2=CN1CC(C)C (stereo unspecified)
→ -1	/	i	i	i	-5	24	i	-1	i	3
47	COc1ccc(CNC(=O)OCCN2CCN(S(=O)(=O)c3ccc(C)cc3)CCC2=O)cc1
→ -6	i	i	i	i	-9	8	i	2	i	-3
48	CC(=O)Oc1ccc2ccc(=O)oc2c1
→ -2	i	i	i	i	-4	23	i	-21	i	11
49	CCOC(=O)C1=C(CN2CCCCCC2)NC(=O)NC1c1ccc2c(c1)OCO2 (stereo unspecified)
→ 0	i	i	i	i	-9	-6	i	5	i	5
50	O=C(O)C1=C[C@H](c2ccc(F)cc2)C[C@H](OCCCCO)O1
→ 1	i	i	i	i	-11	5	i	-2	i	-2
51	O=C(N/N=C/C(Br)=C/c1ccccc1)c1cccs1
→ -1	i	i	i	i	-2	-2	i	4	i	0
52	O=C1C(=O)N(CCc2c[nH]c3ccccc23)C(c2cccnc2)/C1=C(/O)c1ccccc1 (stereo unspecified)
→ 2	i	i	/	i	4	/	i	1	i	-1
53	Cc1nc(C)c(C(=O)NNS(=O)(=O)c2ccc([N+](=O)[O-])cc2)s1
→ 4	i	i	i	i	-4	1	i	-1	i	-2
54	CC(C)(C)c1ccc(C(=O)Nc2ccc(NC(=O)c3ccco3)cc2)cc1
→ 0	i	i	i	i	-1	-7	i	6	i	-7
55	O=C(NCc1ccc(Cl)cc1)c1ccc(CS(=O)Cc2cccc(Cl)c2)o1 (stereo unspecified)
→ 2	i	i	i	i	-25	2	i	6	i	-6
56	COCC1CCN(C(=O)C2CCN(c3nc(-c4ccccc4)nc4c3CCC4)CC2)C1 (stereo unspecified)
→ 0	i	i	i	i	-16	-1	i	0	i	-1
57	Cc1cc(C)c(NC(=O)CN2C(=O)NC(CCc3ccccc3)C2=O)c(C)c1 (stereo unspecified)
→ -2	i	i	i	i	-10	-6	i	2	i	0
58	COc1ccc(/C=N/S(=O)(=O)CCc2ccccc2)c(OC)c1
→ 1	i	i	i	i	-5	-2	i	/	i	/
59	Cc1ccc(NC(=O)NC2CCCc3ccccc32)cc1 (stereo unspecified)
→ 3	i	i	i	i	-9	-7	i	1	i	3

# Compound activity from PubChem.
